TAAR1 antag: human TAAR1 antagonism. 360,000 tested, 1.5% active. Q96RJ0. CHO RD-HGA16 TAAR1, Fluo-8 calcium fluorescence, antagonist. inhibition, % at 3 µM. AID 624466;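 active means inhibition above a per-plate cutoff, the mean inhibition of test compounds on that plate plus 3 SD, cut at about 49% in these data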;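 further: 0% = DMSO plus EC80 beta-PEA response and 100% = DMSO alone without agonist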
Target sequence (Q96RJ0 whole entry, looked up): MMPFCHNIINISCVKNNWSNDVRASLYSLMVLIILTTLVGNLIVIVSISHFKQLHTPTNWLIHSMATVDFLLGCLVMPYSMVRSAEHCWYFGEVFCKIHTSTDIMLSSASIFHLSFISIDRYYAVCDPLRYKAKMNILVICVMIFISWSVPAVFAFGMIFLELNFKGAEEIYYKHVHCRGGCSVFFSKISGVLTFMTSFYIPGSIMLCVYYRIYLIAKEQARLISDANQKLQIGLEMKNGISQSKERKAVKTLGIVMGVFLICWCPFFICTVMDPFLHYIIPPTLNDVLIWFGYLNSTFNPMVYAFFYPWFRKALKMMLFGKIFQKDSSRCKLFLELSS
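Material: CHO RD-HGA16 cells bearing hTAAR1; compound dosing: one-point dosing, 3 µM nominal final; schedule: dye loading 75 min at 37 °C, then 30 min room temperature; measured by: calcium fluorescence with Fluo-8; control set: vehicle and agonist controls; replication: n of 1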
CRFR2-BP ag: agonists of human CRF-binding protein/CRF-R2 receptor complex | 350,000 tested, 0.46% active | HEK293 CRF-R2/CRF-BP, calcium dye fluorescence (FLIPR); percent of saturating CRF peptide response | AID 588473 | activation, % at 13.2 µM;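 active means activation of at least 50%, plus an integration ratio under a set limit after plate pattern correction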;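 further: plate controls were neutral control wells without compound for no effect and CRF at EC100 for full effect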
CRFBP-R2 block: blocks CRF-induced signaling of the CRF-BP/CRF-R2 complex. AID 588475. inhibition, % at 11.8 µM. 350,000 tested, 0.59% active. HEK293 CRF-R2/CRF-BP, CRF-induced calcium fluorescence;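 active means inhibition of the ligand-induced calcium signal above about 50% at the single tested concentration, limit read from the data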
M5 antag: CHRM5 antagonism in calcium assay | P08912 | CHO-hM5 cells, Fluo-8 calcium fluorescence, ACh EC80 | inhibition, % at 3 µM | 360,000 tested, 0.59% active;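 active means inhibition above a per-plate cutoff, the mean of that plate's test compounds plus 3 SD, cut at about 27% in these data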;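 further: 0% = acetylcholine EC80 with DMSO and 100% = DMSO without agonist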
Target sequence (P08912 whole entry, looked up): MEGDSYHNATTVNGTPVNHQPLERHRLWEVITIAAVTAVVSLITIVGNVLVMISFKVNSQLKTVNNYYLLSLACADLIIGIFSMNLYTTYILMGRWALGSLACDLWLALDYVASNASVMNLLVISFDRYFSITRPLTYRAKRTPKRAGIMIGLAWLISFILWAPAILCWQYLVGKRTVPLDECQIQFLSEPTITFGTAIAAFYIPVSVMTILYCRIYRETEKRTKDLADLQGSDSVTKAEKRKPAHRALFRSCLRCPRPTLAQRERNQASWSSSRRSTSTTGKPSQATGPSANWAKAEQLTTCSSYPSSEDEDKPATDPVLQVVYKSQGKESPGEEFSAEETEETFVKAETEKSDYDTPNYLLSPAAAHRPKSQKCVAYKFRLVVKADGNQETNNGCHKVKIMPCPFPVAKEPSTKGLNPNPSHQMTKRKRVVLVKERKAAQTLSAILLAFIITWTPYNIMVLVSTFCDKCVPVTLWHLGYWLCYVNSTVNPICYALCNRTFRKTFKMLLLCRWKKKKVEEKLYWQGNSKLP
M4 PAM: potentiates acetylcholine response at human M4 receptor; CHO-K1 hM4/Gqi5, Fluo-8 calcium fluorescence, ACh EC20; 0% = ACh EC20, 100% = maximal ACh; activation, % at 3 µM; 360,000 tested, 0.4% active; AID 624126;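 active means activation above its plate's cutoff, the mean activation of sample wells plus 3 SD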; further: some results filed as inactive read as strong as hits
TAAR1 ag: agonists of human TAAR1; CHO RD-HGA16 TAAR1, Fluo-8 calcium fluorescence; vehicle wells 0%, saturating PEA agonist 100%; 360,000 tested, 0.99% active; Q96RJ0; AID 624467; activation, % at 3 µM;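 active means activation above the mean activation of all test compounds in the run plus 3 SD, cut at about 38% in these data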
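System: CHO-derived RD-HGA16 cells with stable Gα16 and human TAAR1. Times: 17-24 h plating, Fluo-8 75 min 37 °C, 30 min RT. Measured by: calcium-sensitive Fluo-8 signal, excitation 470-495, emission 515-575 nm. Read-out basis: % activation relative to PEA EC100 response. Control set: DMSO and PEA EC100. Repeats: no replicates (n 1).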
M1 PAM parental: counter-screen for M1 PAMs: effect in parental CHO-K1 cells. 360,000 tested, 0.02% active. activation, % at 3 µM. ATP EC20, Fluo-8 calcium fluorescence; 0% at ATP EC20, 100% at ATP max;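 active means activation above the run cutoff, the mean activation of all test compounds plus 3 SD, cut at about 40% in these data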;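 further: peak over basal fluorescence ratio in a 140 s read after ATP addition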
CHRM5 PAM: potentiates acetylcholine response at human M5 receptor | CHO-K1 hM5, Fluo-8 calcium, ACh EC20 PAM; 0% = ACh EC20, 100% = ACh EC100 | activation, % at 3 µM | P08912 | AID 624038 | 360,000 tested, 0.3% active;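 active means activation above the run cutoff, the mean activation of all test compounds plus 3 SD, cut at about 18% in these data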
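Probe or stimulus: acetylcholine, EC20 level; Assay system: human M5 receptor in CHO-K1 cells; Schedule: compound preincubation 140 s before EC20 acetylcholine addition; Technique: intracellular calcium via Fluo-8 fluorescence; Dosing: single-point, 3 µM nominal; Read-out basis: percent activation from peak-over-basal fluorescence ratio, scaled EC20-to-EC100 acetylcholine; Repeats: one well per compound, no replicates.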
CHRM5 agonist: agonists of human muscarinic M5 receptor (CHRM5) | CHO-K1 hM5 cells, Fluo-8 calcium fluorescence; 0% DMSO wells, 100% maximal acetylcholine response | activation, % at 3 µM | 360,000 tested, 0.19% active;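 active means activation above the run's mean over test compounds plus 3 SD, cut at about 23% in these data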;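 further: signal is peak over basal fluorescence ratio across the kinetic read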
The depositor's hits bear a star; . = not tested or not shown.

Order of values: TAAR1 antag | CRFR2-BP ag | CRFBP-R2 block | M5 antag | M4 PAM | TAAR1 ag | M1 PAM parental | CHRM5 PAM | CHRM5 agonist
> Cc1cc2c(cc(C(=O)NCCCN3CCOCC3)n2Cc2ccc(Cl)cc2)o1
  -5 | -2.7 | -47 | -11 | 13 | 8 | 30 | 0 | 2
> O=C1CC(c2ccccc2)Cc2nc3nc(C(F)(F)F)nn3cc21 (stereo not drawn)
  -9 | 8.0 | -26 | -2 | 2 | 1 | 6 | -2 | 2
> CC[n+]1c(/C=C/C=C/N(C(C)=O)c2ccccc2)sc2ccccc21
  102* | 157* | -120 | 5 | -5 | -5 | -7 | -2 | 1
> O=C(Nc1ccc(Br)cn1)c1cccc2c1-c1ccccc1C2=O
  20 | 0.2 | -42 | 5 | -2 | 8 | -14 | 7 | -2
> CC12C(=O)N(c3nccs3)C(=O)C1C1C=CC2C1 (stereo not drawn)
  0 | 5.8 | -9 | -3 | -2 | 6 | 7 | 9 | -1
> Cc1csc(NC(=O)c2ccc(C)c(S(=O)(=O)N3CCCCC3)c2)n1
  27 | -1.5 | 4 | 5 | -4 | 4 | 15 | -12 | -1
> COC(=O)CC1COc2ccccc2N1S(=O)(=O)c1ccc(OC)cc1 (stereo not drawn)
  -3 | -2.1 | 1 | 6 | -4 | 0 | 7 | -5 | -3
> COc1cc(/C=N/NC(=O)c2nc(C)cc(C)n2)ccc1O
  -1 | 165* | -157 | 2 | 2 | 5 | -1 | 3 | 2
> O=C(CCc1nc(-c2ccccc2F)no1)NC1CCCCCC1
  -3 | 0.0 | -8 | -6 | 1 | 3 | 17 | -3 | -2
> Cn1c(N)c(C(=O)COC(=O)CNS(=O)(=O)c2ccc(Cl)c(Cl)c2)c(=O)n(C)c1=O
  4 | -1.7 | 65* | 1 | -8 | 4 | 15 | -5 | -4
> CNC(=O)c1cc2c(cn1)[nH]c1ccccc12
  -15 | -1.1 | -7 | -1 | -3 | 2 | 1 | 0 | 1
> COc1ccc(S(=O)(=O)Nc2ccccc2C)cc1C(=O)N1CCOCC1
  -15 | -0.2 | 11 | 6 | 15 | 9 | 1 | -5 | -3
> CCCC(=O)NC(c1ccc(Cl)cc1Cl)c1ccc2cccnc2c1O (stereo not drawn)
  -10 | 0.0 | 11 | -2 | -5 | -2 | 15 | 0 | 0
> CC(C)(C)c1ccc(C(=O)N2CCC2(C)C(=O)NS(=O)(=O)c2ccc(C#N)cc2)cc1 (stereo not drawn)
  -12 | . | . | 1 | 10 | 2 | 3 | 0 | 0
> CCn1c(CNc2ccc(F)cc2)nnc1SCC#N
  5 | 0.2 | -17 | -2 | -2 | 9 | -9 | -3 | -2
> CC1C(=O)N(Cc2cn(CC3CCCCC3)nn2)CCS(=O)(=O)N1Cc1ccc(-c2ccc(Cl)cc2)cc1 (stereo not drawn)
  . | -0.3 | -2 | -1 | -2 | . | -9 | -1 | 1
> CCN(CC)Cc1c(CC(C)C)oc(C)c1C(=O)O
  -11 | -1.8 | 20 | -9 | 8 | 1 | 15 | 2 | 1
> COc1ccc2cc(C(N)=O)/c(=N/NC(=O)c3ccco3)oc2c1
  11 | -1.4 | 31 | 9 | 3 | 2 | 18 | -6 | 0
> C=CCNC(=S)Nc1ccccc1
  -10 | -0.9 | 15 | 4 | 4 | 15 | 2 | -3 | 0
> C=C(C)CSc1nnc(CCNC(=O)OC(C)(C)C)o1
  . | -0.2 | -1 | 0 | 9 | . | -6 | 5 | 5
> COc1cccc(OCC(O)CN2CCN(CCN3C(=O)c4cccc5cccc(c45)C3=O)CC2)c1 (stereo not drawn)
  -8 | 0.0 | 8 | -6 | -7 | 3 | -8 | -2 | -8
> CC1CSC(N(C(=O)c2ccc(S(C)(=O)=O)cc2)c2ccc(Cl)cc2)=N1 (stereo not drawn)
  -1 | -1.0 | 4 | 0 | 0 | 1 | 9 | 0 | -2
> CC(=O)Nc1ccc(C(=O)OCC(=O)NCc2cccs2)cc1
  -4 | -2.0 | 1 | 5 | 6 | 18 | -8 | 1 | 2
> CCCn1c(=O)c2c(nc3n2CCN3Cc2ccco2)n(C)c1=O
  8 | -0.2 | -8 | 2 | 3 | 0 | -19 | 8 | 3
> CC1CC(C)CN(C(=O)c2ccc3c(c2)N(Cc2ccccc2)CCS3)C1 (stereo not drawn)
  . | -2.5 | 36 | -5 | -4 | . | 5 | 0 | -1
> O=C(c1ccc(N2C(=O)CCC2=O)cc1)N1CCOCC1
  10 | -0.4 | 14 | 9 | -1 | 7 | 0 | -2 | 1
> O=C(COC(=O)c1cccs1)Nc1ccc(Cl)cn1
  6 | -5.0 | 0 | 15 | 9 | 10 | 11 | -5 | -3
> CCCCc1ccc(S(=O)(=O)Nc2nnc(C)s2)cc1
  -11 | -3.6 | 25 | -1 | 2 | 1 | -12 | 0 | 1
> CC(NC(=O)COC(=O)CN1C(=O)C2CCCCC2C1=O)c1ccccc1 (stereo not drawn)
  -39 | -2.3 | 13 | 20 | -3 | 3 | 2 | -7 | 2
> CC(C)(C)CC(=O)Nc1cccc(-c2cn3cccnc3n2)c1
  1 | 2.0 | -5 | 10 | 0 | 3 | 11 | -11 | -1

Gathered by group, the entries above with a cyano group
Order of values: TAAR1 antag | CRFR2-BP ag | CRFBP-R2 block | M5 antag | M4 PAM | TAAR1 ag | M1 PAM parental | CHRM5 PAM | CHRM5 agonist
> CC(C)(C)c1ccc(C(=O)N2CCC2(C)C(=O)NS(=O)(=O)c2ccc(C#N)cc2)cc1 (stereo not drawn)
  -12 | . | . | 1 | 10 | 2 | 3 | 0 | 0
> CCn1c(CNc2ccc(F)cc2)nnc1SCC#N
  5 | 0.2 | -17 | -2 | -2 | 9 | -9 | -3 | -2

Next records follow.
Order of values: TAAR1 antag | CRFR2-BP ag | CRFBP-R2 block | M5 antag | M4 PAM | TAAR1 ag | M1 PAM parental | CHRM5 PAM | CHRM5 agonist
> CCCC(=O)Nc1c(O)c2ccccc2[nH]c1=O
  0 | 1.9 | -6 | -6 | 13 | 1 | 20 | 1 | -5
> COc1ccccc1Nc1nnc(SC(C)C(=O)NC2CC2)s1 (stereo not drawn)
  -1 | -0.5 | -1 | 4 | 0 | 1 | -7 | 3 | 0
> CCC/C=C1/CCCOC(C(=O)NCc2ccc(C)o2)(C(F)(F)F)C1 (stereo not drawn)
  -7 | -2.6 | 3 | -3 | 10 | -2 | 19 | 3 | -5
> CC1(C)CC2CC(C)(CN2C(=O)CCCN2C(=O)c3ccccc3C2=O)C1 (stereo not drawn)
  -8 | -1.1 | 5 | 0 | 2 | -2 | 1 | -8 | -2
> CC(=O)Nc1ccc(S(=O)(=O)N(C)c2ccc(O)cc2)cc1
  21 | -0.3 | 6 | -3 | 3 | 9 | 6 | 8 | -6
> Cc1ccc(C(=O)Nc2scc(-c3ccccc3)c2C(=O)O)o1
  -13 | -0.5 | 7 | 14 | 0 | 10 | 13 | 3 | -9
> O=C(Cc1ccc(Br)cc1)Nc1ccc2[nH]ncc2c1
  -6 | -2.5 | -24 | -3 | -1 | -1 | -3 | -6 | 2
> COCCC(=O)N1CCC(Oc2ccc(C(=O)NC3CCOC(C)(C)C3)cc2)CC1 (stereo not drawn)
  -24 | 3.5 | -34 | 17 | -6 | 2 | -5 | -4 | 0
> NC(=O)NC(=O)C(c1ccccc1)N1CCN(S(=O)(=O)Cc2ccccc2)CC1 (stereo not drawn)
  1 | 0.6 | -16 | 16 | -4 | 3 | 8 | -6 | -2
> C[C@H](CO)N1C[C@H](C)[C@@H](CN(C)C(=O)Nc2ccc3c(c2)OCO3)Oc2ccc(NC(=O)NC3CCCCC3)cc2C1=O
  -2 | -3.8 | 4 | -2 | 12 | 8 | 0 | 7 | 0
> Cn1c(CCNC(=O)C(C)(C)C)nc2ccccc21
  2 | -0.8 | -9 | 5 | -1 | 2 | 3 | -8 | -8
> COc1ccc(C/C(C)=N/NC(=O)C2COc3ccccc3O2)cc1 (stereo not drawn)
  5 | -1.5 | -5 | 0 | 9 | 0 | 19 | -4 | -3
> CC[C@]12c3[nH]c4ccc(Cl)cc4c3CCN1C(=O)[C@@H](CC(=O)NCC13CC4CC(CC(C4)C1)C3)C[C@@H]2C(=O)N1CCN(C(=O)C2CC2)CC1
  -5 | -1.6 | 5 | 8 | -15 | -2 | 8 | -3 | 0
> COc1cc(F)ccc1CN1CCC(C(=O)Nc2ccc(Oc3ccccc3)nc2)CC1
  0 | 2.8 | 2 | -8 | -12 | 4 | 11 | 1 | -1
> CC[n+]1c(/C=C/N(C)c2ccccc2)oc2ccc(F)cc21
  10 | 4.7 | -18 | 8 | -9 | 0 | -9 | -6 | -4
> CC1(C)CC(=O)C(C(=O)/C=C/c2ccco2)C(=O)C1
  4 | 0.8 | 10 | 2 | 1 | 6 | 10 | 4 | 6
> O=C(c1cc(C2CC2)nn1-c1ccccc1)N1CCN(Cc2ccc(Cl)cc2)CC1
  1 | 1.6 | 3 | 16 | 3 | -2 | 23 | -1 | -2
> CN(C)CCNc1c2c(c(C#N)c3nc4ccccc4n13)CCCC2
  -6 | -2.5 | 38 | 2 | 2 | 5 | -8 | 6 | -5
> C/C(=N\Nc1ccc(Cl)c(C(=O)O)c1)c1ccc(Br)s1
  8 | 2.0 | 9 | 10 | -3 | 0 | -5 | 0 | 0
> Cc1ccc([C@@H]2C[C@H]3[C@@H](CN2S(=O)(=O)c2ccc(C)cc2)C(=O)C[C@@H](c2ccc(Cl)cc2)N3S(=O)(=O)c2ccc(C)cc2)cc1
  -10 | 2.1 | -18 | -4 | -3 | 0 | 16 | 3 | 0
> COc1cc(C(C)=O)ccc1OCC(=O)N1CCc2ccccc2C1
  6 | 0.2 | -6 | 10 | -3 | -1 | -9 | -6 | -2
> CCCCNC(=S)N(C)/N=C/c1c(F)cccc1F
  9 | 0.8 | -5 | 4 | 1 | 0 | 21 | 0 | -2
> CCCc1cc(=O)n2[nH]c(NCc3c(F)cccc3Cl)nc2n1
  -13 | -1.0 | 17 | 4 | 7 | 2 | 12 | -6 | -6
> CCOCCCNCC(O)c1ccccc1 (stereo not drawn)
  6 | -0.7 | -4 | -1 | -1 | 24 | 19 | 0 | 0
> O=C(NC1CCCCC1)C(c1ccc(F)cc1)N(C(=O)c1csnn1)C1CC1 (stereo not drawn)
  14 | -1.6 | -10 | -4 | 19* | 0 | 17 | 5 | 0
> Cc1nc2cc(C(=O)NCc3cccnc3)ccc2n1-c1ccc(F)cc1F
  2 | 0.3 | 1 | 14 | 6 | 6 | 11 | -5 | 0

Screening results deposited in PubChem BioAssay by several laboratories.
